PfHsp90 set2 – inhibits growth of yeast expressing Plasmodium falciparum Hsp90 | S. cerevisiae expressing PfHsp90, BacTiter-Glo ATP, 48 h; yeast lacking PDR1 and PDR3 efflux regulators | inhibition, % at 9.4 µM | hit rate 0.32% among 310,000;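 active means every replicate shows inhibition above about 80%, whatever the replicate mean, limit read from the data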;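 further: 0% = DMSO neutral controls and 100% = 20 µM radicicol positive controls; yeast relying on Plasmodium falciparum Hsp90 in place of its own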
MOR-DOR ag – agonists of human mu-delta opioid receptor heterodimerization | cells, OPRM1-OPRD1 heterodimerization, luminescence | AID 504326 | activation, % at 9.3 µM | hit rate 0.3% among 340,000; in the data active means activation above about 18%;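 further: 0% = vehicle-treated cells and 100% = reference agonist; values of inactives mirror those of a sister screen read the other way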
Pemphigus Ab inh – blocks pemphigus antibody binding to human desmoglein-3. DSG3-coupled beads, scFv-anti-DSG3-GFP binding, flow cytometry; stronger effect = lower value. AID 588358. hit rate 0.48% among 310,000. binding (percent of control), % at 10 µM;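 active means binding more than 3 SD below its plate's average and above zero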; further: some compounds called inactive have numbers as strong as hits
Target sequence (P32926 whole entry, looked up): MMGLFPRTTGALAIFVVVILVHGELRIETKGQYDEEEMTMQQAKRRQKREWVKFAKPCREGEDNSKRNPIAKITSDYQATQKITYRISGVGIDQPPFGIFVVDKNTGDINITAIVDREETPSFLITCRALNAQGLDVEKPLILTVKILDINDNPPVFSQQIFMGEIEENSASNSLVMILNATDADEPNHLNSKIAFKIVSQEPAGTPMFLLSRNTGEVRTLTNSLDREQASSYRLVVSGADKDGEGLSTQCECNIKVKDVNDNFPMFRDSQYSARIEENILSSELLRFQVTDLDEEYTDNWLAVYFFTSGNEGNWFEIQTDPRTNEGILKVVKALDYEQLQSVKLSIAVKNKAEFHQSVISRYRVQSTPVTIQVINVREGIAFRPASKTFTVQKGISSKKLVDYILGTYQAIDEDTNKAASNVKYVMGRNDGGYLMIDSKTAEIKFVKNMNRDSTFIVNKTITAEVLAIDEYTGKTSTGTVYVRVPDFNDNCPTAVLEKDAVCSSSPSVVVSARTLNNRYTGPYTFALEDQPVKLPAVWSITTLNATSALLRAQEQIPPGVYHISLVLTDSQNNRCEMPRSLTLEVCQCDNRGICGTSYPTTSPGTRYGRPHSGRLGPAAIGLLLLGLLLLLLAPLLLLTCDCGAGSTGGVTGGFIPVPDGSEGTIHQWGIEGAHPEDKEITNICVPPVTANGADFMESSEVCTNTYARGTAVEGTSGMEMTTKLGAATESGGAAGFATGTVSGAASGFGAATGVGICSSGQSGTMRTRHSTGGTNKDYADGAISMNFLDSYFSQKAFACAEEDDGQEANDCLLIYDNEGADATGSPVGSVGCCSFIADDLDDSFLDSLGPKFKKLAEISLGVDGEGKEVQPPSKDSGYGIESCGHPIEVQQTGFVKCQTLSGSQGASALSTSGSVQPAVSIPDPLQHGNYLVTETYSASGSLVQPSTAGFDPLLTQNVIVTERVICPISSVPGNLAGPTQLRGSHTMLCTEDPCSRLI
OPRM1-OPRD1 inv – inverse agonists of human mu-delta opioid receptor heterodimerization. P35372+P41143. cell-based MOR-DOR heterodimer luminescence, inverse agonism. inhibition, % at 9.3 µM. hit rate 0.21% among 340,000. AID 504357; in the data active means inhibition above about 22%, passing the limit was not always enough;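 further: 0% = cells with DMSO and 100% = wells without cells with DMSO; values of inactives mirror those of a sister screen read the other way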
HTR5A ag ctr – HTR5A agonism, opioid heterodimer counter-screen; P47898; HTR5A agonist assay, luminescence, cell-based; activation, % at 9.3 µM; hit rate 0.61% among 340,000; AID 504692; in the data active means activation mostly above about 9.5%, no sharp cut-off; inactive means mostly below about 7.6%;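 further: 0% = cells with vehicle only and 100% = reference agonist; strong numbers were not always called active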
AddAB inh – less growth of phage-infected E. coli with AddAB; E. coli expressing H. pylori AddAB, absorbance growth; inhibition, % at 11.9 µM; hit rate 0.29% among 330,000; AID 435030; in the data active means inhibition above about 12%;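 further: 0% = vehicle wells of infected cells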
PKA-R1A activ – activates the PKA-R1A holoenzyme complex. hit rate 0.083% among 340,000. P00514+P68181. PKA-R1A dissociation, Cy5-IP20 fluorescence polarization; scaled: DMSO 0%, 113 µM cGMP 100%. activation, % at 11.4 µM. AID 504707;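 active means percent activation above the mean of all tested compounds plus 3 SD, cut at about 19% in these data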;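 further: higher means more PKAc released from R1A so a rise in polarization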
Mot1-301 SUMO – SUMOylation pathway inhibition by Mot1-301 growth rescue | S. cerevisiae Mot1-301 growth rescue, ATP luminescence, 38.5C; percent above DMSO median, 100 means doubled | growth rescue, % at 18.8 µM | hit rate 1% among 320,000;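 active means every valid replicate shows activation above 250% relative to neutral control wells; inactive means the rest, any valid replicate at or below 250%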;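 further: OY570 slx delta 5 strain wells were the positive control but not used for scaling; some compounds called inactive have numbers as strong as hits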
E coli growth – counter-screen for AddAB inhibitors: E. coli growth inhibition. E. coli V3065 growth, OD600 absorbance, 18 h. inhibition, % at 11.9 µM. hit rate 0.27% among 330,000. AID 449728;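 active means inhibition above the campaign's mean inhibition across all tested compounds plus 3 SD, cut at about 9.9% in these data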;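 further: uninfected addAB+ strain grown without phage in ampicillin broth; 0% = DMSO wells and 100% = ciprofloxacin 0.95 µg/ml wells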
phage Ecoli inh – E. coli growth loss with phage present | growth absorbance | inhibition, % at 11.9 µM | hit rate 0.26% among 360,000 | AID 651602; in the data active means inhibition above about 11%
HTR5A inv ctr – inverse agonist of human HTR5A in OPRM1-OPRD1 counter-screen. P47898. HTR5A cell line, luminescence, inverse agonism. inhibition, % at 9.3 µM. hit rate 0.083% among 340,000. AID 504634; in the data active means inhibition mostly above about 23%, no sharp cut-off; inactive means mostly below about 18%;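 further: 0% = cells with DMSO and 100% = no-cell wells with DMSO; some compounds called inactive have numbers as strong as hits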
Numbers without * were called inactive; . = not tested or not shown.

item	smiles	HTR5A inv ctr	PfHsp90 set2	Pemphigus Ab inh	PKA-R1A activ	AddAB inh	HTR5A ag ctr
1	Cc1cc(C)nc(SCC(=O)Nc2ccc(S(=O)(=O)Nc3onc(C)c3C)cc2)n1	-3	1	108	2	1.2	1
2	Cn1c(O)c(/C=C2\C=NN=C2c2ccccc2)sc1=S	-9	-20	108	10	-0.9	6
3	COc1ccc(NC(=S)NCc2cccn2C)cc1	-20	12	103	-15	1.7	7
4	COC(=O)[C@]1(C)N[C@H](c2ccc(SC3CCCCC3)cc2)[C@@H]2C(=O)N(C)C(=O)[C@@H]21	-16	6	99	9	0.2	0
5	CN(C)c1nnnn1Cc1ccc(Cl)cc1Cl	9	1	93	-12	2.0	-3
6	CCn1c(-c2nn(C)cc2Cl)n[nH]c1=S	-37	16	106	-1	1.9	-3
7	Cc1nnc(NC(=O)c2nc(S(=O)(=O)Cc3ccccc3C)ncc2Cl)s1	-4	8	134	-5	1.1	1
8	Cc1nc(/C(N)=N/OC(=O)c2ccc(Cl)cc2)c(C(F)(F)F)o1	-8	-10	101	5	5.9	0
9	O=c1nc(N/N=C/c2ccco2)cn[nH]1	2	-14	102	9	2.6	-1
10	COc1ccc(N2C(=O)CC(N3CCN(S(=O)(=O)c4c(C)cc(C)cc4C)CC3)C2=O)cc1 (stereo unspecified)	-6	9	.	1	3.3	5
11	Cc1ccc(N(CC(=O)NCc2ccccc2)C(=O)CCC(=O)Nc2ccccn2)cc1C	12	-20	.	3	4.5	-4
12	COC(=O)Cn1c(CCS(=O)(=O)c2ccc(C)c(C)c2)nc2ccccc21	-2	5	100	-2	0.3	1

item	MOR-DOR ag	Mot1-301 SUMO	phage Ecoli inh	OPRM1-OPRD1 inv	E coli growth
1	-1.1	-12	1.8	5	0.4
2	3.6	-3	1.0	-19	-2.7
3	-0.2	0	-1.2	1	2.7
4	-1.6	-3	1.2	9	-2.9
5	1.8	7	6.6	-12	-2.1
6	-3.7	-1	4.7	16	-0.9
7	6.7	-4	-2.1	-34	0.8
8	0.4	7	2.7	-2	4.0
9	-0.2	935	4.7	2	0.6
10	-0.6	244	1.8	2	-0.6
11	-2.1	-13	0.3	13	-0.4
12	1.3	-12	0.1	-8	0.4

The results go on:
item	smiles	HTR5A inv ctr	PfHsp90 set2	Pemphigus Ab inh	PKA-R1A activ	AddAB inh	HTR5A ag ctr
13	CCCCN(Cc1ccccc1)C(=O)CCN1C(=O)C2C3C=CC(C3)C2C1=O (stereo unspecified)	5	9	102	-1	1.6	-2
14	O=C(COC(=O)c1n[nH]c2ccccc12)Nc1ccc(S(=O)(=O)N2CCCC2)cc1	-2	-2	101	-3	3.2	5
15	COC(=O)c1cccnc1-n1c(=O)c2cccnc2n(Cc2ccc([N+](=O)[O-])cc2)c1=O	21	11	104	0	1.7	-2
16	CC1CCN(S(=O)(=O)c2ccc3c(c2)N(CC(=O)NCCCN2C(C)CCCC2C)C(=O)CO3)CC1 (stereo unspecified)	-12	15	108	1	-0.3	3
17	C[C@@H]1C=C[C@](Cc2ccccc2)(C(=O)O)N1C(=O)c1ccccc1	-8	-5	109	3	-0.6	-2
18	NS(=O)(=O)c1ccc(N/N=C2/CCCCC2C2CCCCC2)c([N+](=O)[O-])c1 (stereo unspecified)	16	-53	96	-1	2.1	-5
19	O=C(NCCSCc1ccccc1)c1ccc(Cl)c(S(=O)(=O)N2CCOCC2)c1	10	-28	100	-7	-1.7	-1
20	COc1cc2ccccc2cc1C(=O)N1CCN(c2ccccn2)CC1	5	-30	104	1	2.2	-2
21	OC(CN1CCCCC1)Cn1c(C(F)(F)F)nc2ccccc21 (stereo unspecified)	0	3	101	-24	3.2	0
22	Cc1cc(C(=O)Nc2ccc([N+](=O)[O-])cn2)cs1	18	-2	122	5	1.1	-5
23	COc1cc(CNc2ccc3[nH]c(=O)[nH]c3c2)cc(Br)c1OCc1ccccc1F	-3	-5	100	-13	.	1
24	COc1ccc(C(=O)OCc2c(-c3cccc(OC)c3)ncc3ccccc23)cc1	9	-8	102	-6	0.6	1

item	MOR-DOR ag	Mot1-301 SUMO	phage Ecoli inh	OPRM1-OPRD1 inv	E coli growth
13	-2.0	10	0.0	11	-1.7
14	1.9	-13	3.2	-8	-0.8
15	1.1	18	6.6	-6	0.4
16	-2.1	-6	-0.1	11	-1.6
17	-1.7	200	2.2	10	-1.6
18	14	16	3.0	-75	0.3
19	-0.8	-7	0.6	4	-0.9
20	-1.4	131	2.3	7	-2.6
21	-1.4	12	2.2	6	0.4
22	0.2	2	2.1	-1	0.2
23	5.3	462	2.6	-23	.
24	-1.5	-11	4.0	9	-0.9

Later entries
item	smiles	HTR5A inv ctr	PfHsp90 set2	Pemphigus Ab inh	PKA-R1A activ	AddAB inh	HTR5A ag ctr
25	Cc1ccc(CNC(=O)CCCNC(=O)c2ccc(Cl)cc2)n1C	-3	.	.	0	-0.7	1
26	CC1=NN(C(=O)CSCc2ccccc2)C(O)(c2ccccc2)C1 (stereo unspecified)	2	13	84	-7	2.3	-1
27	CCc1ccc(NC(=O)c2cc(-c3ccc(OC)cc3)on2)cc1	24	16	103	-6	2.5	4
28	O=C(NNC(=O)c1ccccc1Cl)c1ccc(-n2cncn2)c([N+](=O)[O-])c1	17	-10	.	-1	0.1	-7
29	Cc1ccc(C)c(N2CCN(Cc3nnnn3C3CCCCC3)CC2)c1	11	-14	109	-4	0.9	0
30	Cc1cc(C)c(S(=O)(=O)Cc2ccc(Cl)cc2)c(=O)[nH]1	-16	2	99	6	-0.1	6
31	CCOC(=O)c1nc2sc3c(c2c(=O)n1C(C)C(=O)OCC)CCCC3 (stereo unspecified)	4	-9	81	-7	1.1	-1
32	NS(=O)(=O)c1cccc(NC(=O)CCCNC(=O)c2ccc(Cl)cc2)c1	-21	4	105	3	0.6	-1
33	CCOC(=O)C1C(=O)CC(C)(O)C(C(=O)OCC)C1c1ccc2c(c1)OCO2 (stereo unspecified)	3	5	97	2	3.1	-3
34	Cc1cccc(C(=O)NCCNC(=O)c2cnccn2)c1	2	-1	.	0	3.9	-1
35	O=C(O)C1=CC[C@@H](c2ccc(Cl)cc2)N(S(=O)(=O)c2ccc(Cl)cc2)C1	-9	11	107	-1	0.5	6
36	Clc1nc(CN2CCCCC2)nc2sc3c(c12)CCCC3	17	-1	94	4	-3.4	6

item	MOR-DOR ag	Mot1-301 SUMO	phage Ecoli inh	OPRM1-OPRD1 inv	E coli growth
25	-2.3	9	1.8	12	0.4
26	-3.5	-7	2.7	16	-0.8
27	-0.4	113	4.8	2	-1.7
28	-3.5	18	5.0	14	0.9
29	0.9	19	0.9	-4	2.5
30	1.2	117	4.5	-7	-0.7
31	7.6	14	0.5	-41	-3.4
32	3.6	-12	1.6	-30	-3.6
33	-1.7	-13	0.2	10	3.5
34	-0.3	59	1.8	2	0.1
35	-1.7	-14	1.4	9	-0.6
36	0.3	6	-1.3	-2	-1.6

(cont.)
item	smiles	HTR5A inv ctr	PfHsp90 set2	Pemphigus Ab inh	PKA-R1A activ	AddAB inh	HTR5A ag ctr
37	COC(=O)c1scc2c(=O)cc(C(F)(F)F)[nH]c12	-9	-2	100	-1	4.2	4
38	COc1ccc(N2CC(C(=O)NCc3nnnn3-c3ccc(C)c(C)c3)CC2=O)cc1 (stereo unspecified)	-4	4	100	-6	-0.1	-7
39	COc1ccc(CCC(=O)NC2CCC(C)CC2)cc1 (stereo unspecified)	15	11	.	12	1.6	-5
40	Nc1cc(=O)[nH]c(SCC(=O)Nc2ccc(Br)cc2)n1	-8	18	104	-5	-2.4	3
41	N=c1occ(C(=O)c2cc(F)ccc2O)cc1C(=O)NC1CCCCC1	4	8	103	-7	1.8	-1
42	Cc1cccc(OCC(=O)Nc2nnn(C)n2)c1C	20	-16	98	-7	2.4	-4
43	COc1ccccc1NC(c1cccnc1)c1ccc2cccnc2c1O (stereo unspecified)	3	10	93	-5	6.4	-1
44	CCOc1ccccc1C(=O)NCC(=O)NCC(c1ccco1)N1CCCCC1 (stereo unspecified)	4	.	100	-16	1.0	-1
45	COc1ccc(CCNC(=O)C2CCCN(S(=O)(=O)c3ccc(F)cc3)C2)cc1OC (stereo unspecified)	-15	-9	116	-13	2.0	0
46	COc1ccc(C=C2SC(=S)NC2=O)cc1	1	-17	96	-3	.	0

item	MOR-DOR ag	Mot1-301 SUMO	phage Ecoli inh	OPRM1-OPRD1 inv	E coli growth
37	0.4	4	1.6	-2	4.0
38	-1.0	21	0.8	5	0.2
39	-3.0	199	2.0	19	-0.1
40	1.7	22	4.8	-8	0.3
41	0.7	-2	5.6	-4	1.9
42	-1.8	-7	3.0	10	-1.4
43	0.3	-14	7.5	-1	-3.0
44	-1.0	8	0.2	5	-1.9
45	-3.0	-21	2.8	16	-0.5
46	-2.5	.	1.6	12	.

Molecules listed so far that have a Cl atom:
item	smiles	HTR5A inv ctr	PfHsp90 set2	Pemphigus Ab inh	PKA-R1A activ	AddAB inh	HTR5A ag ctr
5	CN(C)c1nnnn1Cc1ccc(Cl)cc1Cl	9	1	93	-12	2.0	-3
6	CCn1c(-c2nn(C)cc2Cl)n[nH]c1=S	-37	16	106	-1	1.9	-3
7	Cc1nnc(NC(=O)c2nc(S(=O)(=O)Cc3ccccc3C)ncc2Cl)s1	-4	8	134	-5	1.1	1
8	Cc1nc(/C(N)=N/OC(=O)c2ccc(Cl)cc2)c(C(F)(F)F)o1	-8	-10	101	5	5.9	0
19	O=C(NCCSCc1ccccc1)c1ccc(Cl)c(S(=O)(=O)N2CCOCC2)c1	10	-28	100	-7	-1.7	-1
25	Cc1ccc(CNC(=O)CCCNC(=O)c2ccc(Cl)cc2)n1C	-3	.	.	0	-0.7	1
28	O=C(NNC(=O)c1ccccc1Cl)c1ccc(-n2cncn2)c([N+](=O)[O-])c1	17	-10	.	-1	0.1	-7
30	Cc1cc(C)c(S(=O)(=O)Cc2ccc(Cl)cc2)c(=O)[nH]1	-16	2	99	6	-0.1	6
32	NS(=O)(=O)c1cccc(NC(=O)CCCNC(=O)c2ccc(Cl)cc2)c1	-21	4	105	3	0.6	-1
35	O=C(O)C1=CC[C@@H](c2ccc(Cl)cc2)N(S(=O)(=O)c2ccc(Cl)cc2)C1	-9	11	107	-1	0.5	6
36	Clc1nc(CN2CCCCC2)nc2sc3c(c12)CCCC3	17	-1	94	4	-3.4	6

item	MOR-DOR ag	Mot1-301 SUMO	phage Ecoli inh	OPRM1-OPRD1 inv	E coli growth
5	1.8	7	6.6	-12	-2.1
6	-3.7	-1	4.7	16	-0.9
7	6.7	-4	-2.1	-34	0.8
8	0.4	7	2.7	-2	4.0
19	-0.8	-7	0.6	4	-0.9
25	-2.3	9	1.8	12	0.4
28	-3.5	18	5.0	14	0.9
30	1.2	117	4.5	-7	-0.7
32	3.6	-12	1.6	-30	-3.6
35	-1.7	-14	1.4	9	-0.6
36	0.3	6	-1.3	-2	-1.6

High-throughput results: PubChem BioAssay, several laboratories
